TbREL1 primary: TbREL1 RNA ligase inhibitors, primary screen, biochemical, FRET fluorescence; RNA-editing ligase 1, mitochondrial (Trypanosoma brucei brucei), P86926; TbREL1 RNA ligation; inhibition, % at 9.66 µM; actives 0.49% (n = 89,000); AID 1117264, 2014;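 active = inhibition above the mean inhibition across all screened compounds plus 3 SD, cut at about 11% in these data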;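 note: 0% = plate median of test wells and 100% = NSC42067 control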
Target sequence (P86926 whole entry, looked up): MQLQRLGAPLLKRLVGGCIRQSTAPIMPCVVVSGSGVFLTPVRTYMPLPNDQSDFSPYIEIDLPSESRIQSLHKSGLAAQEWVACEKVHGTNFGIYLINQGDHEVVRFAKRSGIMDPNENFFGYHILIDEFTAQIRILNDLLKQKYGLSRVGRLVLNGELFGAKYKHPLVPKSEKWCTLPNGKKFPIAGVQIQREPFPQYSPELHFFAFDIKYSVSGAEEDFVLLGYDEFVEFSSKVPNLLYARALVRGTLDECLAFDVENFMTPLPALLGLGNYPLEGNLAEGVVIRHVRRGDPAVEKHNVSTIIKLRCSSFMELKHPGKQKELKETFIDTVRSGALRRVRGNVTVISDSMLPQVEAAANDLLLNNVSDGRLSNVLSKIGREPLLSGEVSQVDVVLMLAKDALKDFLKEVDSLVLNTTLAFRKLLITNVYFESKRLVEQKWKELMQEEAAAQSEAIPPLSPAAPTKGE
* hit, by the source's call.

| TbREL1 primary | structure |
| --- | --- |
| 2 | Brc1ccc(CSc2nccn2-c2ccccc2)cc1 |
| 5 | O=C(CN1CCCC(O)C1)N1c2ccccc2Sc2ccc(C(F)(F)F)cc21 (stereo not drawn) |
| -4 | CCCc1c(O)nc(SC2CC(=O)N(c3ccc(C)c(Cl)c3)C2=O)[nH]c1=O (stereo not drawn) |
| 2 | CN(CCOc1ccccc1)C(=O)c1ccc2c(c1)OCO2 |
| -2 | COc1ccc(C(C(=O)NC2CCCC2)N(C(=O)c2snc(C(N)=O)c2N)c2ccccc2OC)cc1OC (stereo not drawn) |
| 4 | CC1CCN(C(=O)COC(=O)c2cc(=O)[nH]c3ccccc23)CC1 |
| 5 | COc1cccc(N2CC(C(=O)OC(C)C(=O)c3ccccc3)CC2=O)c1 (stereo not drawn) |
| 0 | COc1cccc(/C=C/c2ccncc2)c1OC |
| -2 | COc1ccc(-n2nc3c(N4CCC(C(=O)NCCc5ccco5)CC4)nnc(C)c3c2C)cc1 |
| 6 | COc1cc(OC)cc(-c2oc(=O)c3cc(OC)c(OC)cc3c2C(F)(F)F)c1 |
| -3 | COc1ccc(OC)c(S(=O)(=O)N2CCCCC2C(=O)N2CCN(c3ccccn3)CC2)c1 (stereo not drawn) |
| 2 | CN(C)C1=NCC(CSC(=N)N)S1 (stereo not drawn) |
| 2 | O=C(COc1ccccc1Cl)NCCCNC(=O)c1cccnc1 |
| 1 | CCn1c(SCC(=O)Nc2ccc(C(C)=O)cc2)nc2ccccc21 |
| -1 | CC(C)CC1=NC(C(F)(F)F)(C(F)(F)F)c2c(n(CC(C)C)c(=O)[nH]c2=O)N1 |
| 0 | COc1ccc(NC(=O)c2ccc(CNc3c(NC4CCCCC4)c(=O)c3=O)cc2)cc1OC |
| 1 | CNC(=O)C1CC(=O)N(c2ccc(OCC(=O)NCc3ccccc3)cc2)C1 (stereo not drawn) |
| -7 | Cc1c(C(=O)Nc2ccccc2)c2ccc(C(F)(F)F)cc2n1O |
| 1 | O=C(CNC(=O)c1ccccc1F)NCCCN1CCCC1=O |
| 1 | CCOc1cc(/C=N/NC(=O)c2ccccc2OCc2ccc(F)cc2)ccc1O |
| 1 | COc1ccc(-c2csc(NC(=O)c3cc(C)on3)c2C#N)cc1OC |
| -1 | CN1C2=N[C@@H](c3ccc4ccccc4c3)CC(=O)N2/C(=C\c2ccccc2)[C@H]1c1ccccc1 |
| 0 | CCOC(=O)Cn1c(-c2ccccn2)nc2ccccc21 |
| 2 | Cc1ccc(S(=O)(=O)C2(C(=O)Nc3nccs3)CC2)cc1 |
| -2 | COc1cc2ncnc(Nc3ccc(F)c(Cl)c3)c2cc1OCCCN1CCOCC1 |
| 0 | N#CC1=C(N)Oc2n[nH]c(-c3cccs3)c2C1c1ccccc1C(=O)O (stereo not drawn) |
| 2 | O=C(NCc1ccc(F)cc1)C1CCN(S(=O)(=O)c2cccnc2)CC1 |
| -4 | NC(=O)C1=C[C@@H](c2ccccc2)C[C@@H](OCCCCO)O1 |
| 1 | COc1ccc(C(C)(O)c2nc(-c3cccc(C(C)C)c3)cs2)cc1 (stereo not drawn) |
| 5 | COc1ccc(Br)cc1CN1CCCC(C(=O)N2CCCCCC2)C1 (stereo not drawn) |
| 0 | c1nc(NCCN2CCOCC2)c2c3c(sc2n1)CCCCC3 |
| 7 | CCOC(=O)c1c(C)n(O)c2ccc(Cl)cc2c1=O |
| -3 | Cc1ccc(S(=O)(=O)Oc2ccccc2/C=N/NC(=O)c2nn(C)cc2[N+](=O)[O-])cc1 |
| -2 | COc1ccc(Br)cc1S(=O)(=O)n1nc(C)cc1C |
| -2 | C=CCn1c(SCc2ccccc2C#N)nnc1-c1cc(Br)ccc1O |
| 2 | CN(C)S(=O)(=O)c1cc(C(=O)Nc2ccn(C)n2)c(Cl)cc1Cl |
| 0 | COc1cc(CO)cc(Br)c1OCC(=O)Nc1cccc2ccccc12 |
| 2 | CCCC[C@H](C(=O)N(C)c1ccccc1)[C@@H](O)c1ccc2ccccc2c1 |
| 4 | COc1ccc(S(=O)(=O)N(CC(=O)NCc2cccnc2)Cc2ccccc2)cc1 |
| -4 | CCc1ccc(NC(=O)N(Cc2ccco2)C(C)c2cccs2)cc1 (stereo not drawn) |
| 2 | COc1ccc(NC(=O)Nc2cc(C(=O)O)ccc2N2CC3CC(C2)c2cccc(=O)n2C3)c(OC)c1 (stereo not drawn) |
| 7 | CCOc1nc(Nc2ccc([N+](=O)[O-])cc2)nc(NC(C)(C)C)n1 |
| 0 | COCC(C)n1c(SCC(=O)Nc2sccc2C(N)=O)nc2ccccc2c1=O (stereo not drawn) |
| 6 | NC(=O)C1=C[C@H](c2coc3ccccc3c2=O)C[C@H](OCCCCO)O1 |
| -3 | Cc1ccc(N(C(=O)CNC(=O)c2ccco2)C(C(=O)NC2CCCCC2)c2ccncc2)cc1F (stereo not drawn) |
| 2 | COc1cc(OC)cc(C(=O)NC(c2ccccc2)c2ccccc2)c1 |
| 0 | Cc1ccc2[nH]cc(C(=O)CN3CCN(c4ccccc4F)CC3)c2c1 |
| -4 | O=C(CSc1nc2[nH]c(=O)cc(O)c2s1)Nc1ccc(Br)cc1 |
| 0 | CC(C(=O)N1CCOCC1)c1ccccc1 (stereo not drawn) |
| -3 | Cc1ccc(SCCC(=O)OCC(=O)Nc2ncc(Cl)cc2Cl)cc1 |
| 3 | CCn1ncc(NC(=O)Nc2cccc(C(F)(F)F)c2)c1C(N)=O |
| 1 | O=[N+]([O-])c1ccc(S(=O)(=O)Nc2nnc(C3CCCCC3)s2)cc1 |
| 9 | O=C1c2ccccc2C(=O)C1c1ccc2ccccc2n1 |
| -2 | COc1ccc(Cl)cc1N(C(=O)c1ccco1)C(C(=O)NC1CCCC1)c1ccco1 (stereo not drawn) |
| 1 | Cc1ccccc1NC(=O)CN1C(=O)N/C(=C\c2ccccc2OCc2ccc(C(=O)O)cc2)C1=O |
| -4 | S=C1NC[C@H](Cc2ccccc2)N1CCc1cccc2ccccc12 |
| 1 | O=C1c2cnc3nc(SCc4cccc(Cl)c4)nn3c2CC2c3ccccc3CCN12 (stereo not drawn) |
| 6 | c1cn2cc(CSC3CCCCC3)nc2s1 |
| -2 | O=C(Nc1ccc(Cl)cc1)Nc1nc(-c2ccccc2O)cs1 |
| 7 | CN(C)CCCNc1oc(-c2ccc(Cl)cc2)nc1S(=O)(=O)c1ccccc1 |

(more compounds)
| TbREL1 primary | structure |
| --- | --- |
| -4 | CCOc1ccc2nc(N3CCC(C(=O)N4CCN(C5CCCCC5)CC4)CC3)sc2c1 |
| -1 | CCOc1cc(/C=C(\CC(=O)O)c2nc3ccccc3s2)ccc1OCC(=O)Nc1cccc(C(F)(F)F)c1 |
| 4 | CC(NCc1cc(Br)ccc1OCC(=O)NCc1ccccc1)c1ccccc1 (stereo not drawn) |
| 0 | Cc1ccccc1C(=O)N1CCN(c2ccc([N+](=O)[O-])c(N3CCOCC3)c2)CC1 |
| -2 | CCC(C)(C(=O)NC1CCCCC1)N(Cc1ccco1)C(=O)CNC(=O)c1ccccc1 (stereo not drawn) |
| 2 | O=C(O)c1cc(N/N=C/c2ccncc2)ccc1Cl |
| 20* | C#CCOCCOCCOCCNc1nc(N2CCN(C(=O)[C@H](CCCCN)n3cc([C@@H](N)CC(C)C)nn3)CC2)nc(N2CCN(C(=O)[C@H](Cc3cc4ccccc4[nH]3)n3cc([C@@H](N)CC(C)C)nn3)CC2)n1 |
| 2 | O=C(Nc1ccc2c(c1)OCCO2)C1CCCN1C(=O)Nc1ccc(F)cc1 (stereo not drawn) |
| -4 | CC(C)C[C@H]1CNC(=S)N1C[C@H]1CCCN1C[C@H](Cc1ccccc1)N1C[C@H](Cc2ccc(O)cc2)N(CCc2ccccc2)C1=S |
| 8 | O=C(CN1C(=O)c2ccccc2S1(=O)=O)c1ccc(F)c(F)c1 |
| 2 | Cc1nnc(NN2CCOCC2)[nH]c1=O |
| 2 | N#Cc1nc(-c2cccs2)oc1NCc1ccccc1Cl |
| 0 | O=C(COC(=O)c1ccc(F)cc1F)c1ccc[nH]1 |
| 1 | CS(=O)(=O)c1ccccc1-c1nc(-c2cc(C(F)(F)F)cc(C(F)(F)F)c2)no1 |
| -1 | CCOc1ccc(NC(=O)CN(C)C(=O)c2ccc(N3CCCCC3)c([N+](=O)[O-])c2)cc1OCC |
| 4 | COc1cccc(-n2c(SCC(=O)NC(C)(C)C)nnc2-c2ccoc2C)c1 |
| 6 | COc1ccccc1C(=O)NCC(=O)NC(C)CCc1ccccc1 (stereo not drawn) |
| 4 | Cc1ccccc1CC(=O)Nc1ccc(S(=O)(=O)N2CCN(C)CC2)cc1 |
| 6 | Cc1ccc(N(C(=O)CNC(=O)c2ccco2)C(C(=O)NCC2CCCO2)c2ccccc2)cc1 (stereo not drawn) |
| 1 | O=C(CCN1C(=O)c2ccccc2S1(=O)=O)NCc1ccco1 |

Next section; it opens with the six that closed the last part.
| TbREL1 primary | structure |
| --- | --- |
| -1 | CCOc1ccc(NC(=O)CN(C)C(=O)c2ccc(N3CCCCC3)c([N+](=O)[O-])c2)cc1OCC |
| 4 | COc1cccc(-n2c(SCC(=O)NC(C)(C)C)nnc2-c2ccoc2C)c1 |
| 6 | COc1ccccc1C(=O)NCC(=O)NC(C)CCc1ccccc1 (stereo not drawn) |
| 4 | Cc1ccccc1CC(=O)Nc1ccc(S(=O)(=O)N2CCN(C)CC2)cc1 |
| 6 | Cc1ccc(N(C(=O)CNC(=O)c2ccco2)C(C(=O)NCC2CCCO2)c2ccccc2)cc1 (stereo not drawn) |
| 1 | O=C(CCN1C(=O)c2ccccc2S1(=O)=O)NCc1ccco1 |
| -1 | CCC(C)[C@H](NC(=O)Nc1ccc(S(N)(=O)=O)cc1)C(=O)O (stereo partly drawn) |
| -2 | O=C(CNC(=O)c1ccc(Cl)cc1)OCCN1C(=O)c2ccccc2C1=O |
| 2 | O=C(Cc1cccc(C(F)(F)F)c1)OCC(=O)N1CCN(S(=O)(=O)c2ccc(Cl)cc2)CC1 |
| 7 | COC(=O)C1=C(C)N(Cc2ccccc2)C(=NCCCCO)N[C@H]1c1cccc(C(F)(F)F)c1 |
| -3 | C=CCCC(=O)N[C@H]1CC[C@@]23CCCN2C(=O)CCC[C@H]3[C@H]1C |
| -5 | Cc1nn(-c2ccccc2)c(C)c1C(=O)OC/C(O)=C(\C#N)c1nc2ccccc2[nH]1 |
| 3 | CCSc1nnc(NC(=O)c2cccc(S(=O)(=O)N(C)c3ccccc3)c2)s1 |
| -2 | COc1ccc(C(C#N)N2N=C(c3ccccc3)CC2c2ccccc2)cc1OC (stereo not drawn) |
| 0 | CN(Cc1ccc(Cl)cc1Cl)C(=O)Cc1ccc(S(=O)(=O)N2CCOCC2)s1 |
| -5 | CC(=O)NNC(=O)c1csc(Cc2c(Cl)sc3ccc(Cl)cc23)n1 |
| 1 | O=C(N[C@H](Cc1ccccc1)C(=O)NC1CCCCC1)[C@H]1O[C@@H](n2ccc(=O)[nH]c2=O)[C@H](O)[C@@H]1O |
| 0 | COC(=O)c1ccc2c(c1)N(C)C(=O)CS2 |
| -1 | O=C(NC1CC1)c1ccc(CN(c2ccccc2)S(=O)(=O)c2ccccc2)cc1 |
| 0 | O=C(COc1ccc(C(=O)NCC2CCCO2)cc1)Nc1cccc(C(F)(F)F)c1 (stereo not drawn) |
| -1 | Cc1ccc(-c2nn(C)c(=O)c3ccccc23)cc1CNC(=O)c1ccccc1 |
| -3 | CN(C)C(=S)Nc1ccc([N+](=O)[O-])cc1 |
| -2 | CC(C)Oc1cccc(C(=O)NC(=S)Nc2ccc3c4c(cccc24)CC3)c1 |
| -1 | Cn1cc(C(=O)C(=O)N2CCOCC2)c2ccccc21 |
| 1 | O=C(CN1CCCCCCC1)Nc1cccc(Cl)c1Cl |
| 1 | O=C1O[C@@H](c2ccccc2)C[C@@H](O)C(=O)CCCc2ccccc21 |

Reprinted from the part before: six entries, then new ones.
| TbREL1 primary | structure |
| --- | --- |
| -1 | Cc1ccc(-c2nn(C)c(=O)c3ccccc23)cc1CNC(=O)c1ccccc1 |
| -3 | CN(C)C(=S)Nc1ccc([N+](=O)[O-])cc1 |
| -2 | CC(C)Oc1cccc(C(=O)NC(=S)Nc2ccc3c4c(cccc24)CC3)c1 |
| -1 | Cn1cc(C(=O)C(=O)N2CCOCC2)c2ccccc21 |
| 1 | O=C(CN1CCCCCCC1)Nc1cccc(Cl)c1Cl |
| 1 | O=C1O[C@@H](c2ccccc2)C[C@@H](O)C(=O)CCCc2ccccc21 |
| 1 | COc1ccc(NC(=O)CC2C(=O)N(C)C(=S)N2Cc2ccncc2)cc1 (stereo not drawn) |
| 0 | Cc1cccc(NC(=O)c2ccc(CN3CCN(Cc4ccccc4)CC3)cc2)c1 |
| -2 | COc1cc(/C=N/N=C2/C(=O)Nc3ccccc32)cc(OC)c1O |
| 1 | O=C(Oc1cccc2c(=O)[nH]ccc12)c1ccccc1 |
| -2 | CCn1c(SCC(=O)Nc2ccccc2-c2ccccc2)nnc1-c1cnccn1 |
| -2 | CC(C)C[C@H]1CN([C@@H](Cc2ccccc2)CN2CCC[C@@H]2CN2C(=O)C(=O)NC[C@@H]2Cc2ccccc2)C(=O)C(=O)N1CC1CCCCC1 |
| 3 | Cc1ccccc1C(=O)c1cccn1CC(=O)NCCCN1CCCCC1 |
| -2 | CCC(C)N1C(=O)CCC1C(=O)N1CCN(c2ccccc2F)CC1 (stereo not drawn) |
| -2 | Cc1cc(C(=O)Nc2ccc(F)cc2C)n(-c2ccccc2)n1 |
| 1 | O=C(O)c1cccnc1SCc1cn2cc(Cl)ccc2n1 |
| 3 | CCOC(=O)c1nn(-c2ccccc2)c2nnc(Cc3ccccc3)c(=O)n12 |
| 0 | O=C(c1ccc(F)cc1)N1CCN(c2ccc([N+](=O)[O-])c(N3CCCCC3)c2)CC1 |
| 7 | O=C(CNS(=O)(=O)c1ccccc1)N1CCN(c2ncccn2)CC1 |
| 0 | COc1cc(/C=N/NC(=O)Nc2cccc3nsnc23)cc(OC)c1OC |
| 0 | CC1CC(C)CN(S(=O)(=O)c2ccc(C(=O)Nc3nnc(-c4cccs4)o3)cc2)C1 (stereo not drawn) |
| 1 | CCc1ccccc1NC(=O)CNC(=O)c1ccccc1OCc1c(C)noc1C |
| -1 | Cc1ccccc1OCCC(=O)OCC(=O)NCCNC(=O)COC(=O)CCOc1ccccc1C |
| 4 | O=C(C(=O)N1CCOCC1)c1cn(CC(=O)N2CCCCC2)c2ccccc12 |
| -1 | COc1cc2c(c(OC)c1OC)CC(c1ccccc1)=C(c1ccccc1)CC2NC(=O)C(F)(F)F (stereo not drawn) |

Not all compounds are listed, so the mix of outcomes need not match the whole.
